MsrA inh = bovine MsrA enzyme inhibitors, primary screen, biochemical, absorbance, HTS. Methionine sulfoxide reductase A (Bos taurus). purified bovine MsrA, absorbance read-out. inhibition, % at 15.5 µM. 0.75% of 360,000 active. AID 651718, 2012; in the data active = inhibition above about 4.5%;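 note: 0% = vehicle wells with enzyme and 100% = reference inhibitor wells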
PABP1 MLLE inh = inhibitors of PABP1 MLLE–PAM2 peptide binding, primary screen, biochemical, fluorescence polarization, FITC-PAM2, GST-MLLE; AID 588489, 2011; inhibition, % at 20 µM; 0.36% of 360,000 active; Polyadenylate-binding protein 1 (Homo sapiens), P11940; in the data active = inhibition above about 35%, passing the limit was not always enough;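 note: plate controls were DMSO wells with GST-MLLE for no effect and wells lacking GST-MLLE protein for full effect; some results filed as inactive read as strong as hits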
CSN deneddyl inh = inhibitors of CSN-mediated cullin deneddylation, primary screen, biochemical, fluorescence polarization, uHTS; COP9 signalosome complex subunit 5 (Homo sapiens), Q92905; Purified CSN, SCF-Nedd8-OG deneddylation; inhibition, % at 12.5 µM; 0.38% of 360,000 active; AID 651999, 2013;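 active = pattern-corrected inhibition above about 35%, with an unprinted fluorescence ratio check between 0.5 and 1.5, limit read from the data, passing the limit was not always enough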;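 note: 0% = enzyme with substrate and 100% = substrate without enzyme; some results filed as inactive read as strong as hits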
Target sequence (Q92905 whole entry, looked up, one chain of several): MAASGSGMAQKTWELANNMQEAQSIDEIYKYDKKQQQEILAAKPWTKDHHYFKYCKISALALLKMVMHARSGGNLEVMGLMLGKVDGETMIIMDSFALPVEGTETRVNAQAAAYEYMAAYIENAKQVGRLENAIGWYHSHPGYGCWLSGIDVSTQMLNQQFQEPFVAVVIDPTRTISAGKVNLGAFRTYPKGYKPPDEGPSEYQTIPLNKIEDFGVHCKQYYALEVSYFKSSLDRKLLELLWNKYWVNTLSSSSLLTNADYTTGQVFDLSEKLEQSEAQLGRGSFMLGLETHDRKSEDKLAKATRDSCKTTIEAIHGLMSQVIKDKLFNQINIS
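assay system = purified human Csn5 enzyme expressed in HEK293T cells | amount = 0.24 nM enzyme | buffer or medium = Tris/NaCl/DTT buffer, pH 7.5 | reagent = 10 nM SCFSkp2-Nedd8OG | compound = one concentration, 12.5 µM, 0.25% DMSO | times = 90 min reaction at room temperature | signal = FP | read-out basis = % inhibition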
Neddylation inh = inhibitors of cullin neddylation, primary screen, biochemical, TR-FRET, uHTS, NAE and Ubc12; calls only at 25 µM; 0.58% of 360,000 active; in the data active = inhibition above about 36%
TbMetRS inhib = T. brucei MetRS inhibitors, primary screen, biochemical, luminescence | methionyl-tRNA synthetase (Trypanosoma brucei brucei) | purified T. brucei MetRS, ATP depletion, Kinase-Glo luminescence | inhibition, % at 11.9 µM | 0.4% of 360,000 active | AID 624268, 2012;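 active = inhibition above a per-plate cutoff of the control wells' mean inhibition plus 3 SD, cut at about 5.5% in these data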;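 note: 0% = DMSO wells median and 100% = median of wells with control inhibitor compound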
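Assay system: T. brucei methionyl-tRNA synthetase, purified | Medium: HEPES buffer with MgCl2, KCl, DTT, spermine, BSA, pyrophosphatase | Compound: 11.9 µM single point | Incubation: 15 min enzyme-compound preincubation, 2 h reaction, 10 min detection, 25 °C | Measured by: Kinase-Glo luciferase luminescence reporting remaining unconsumed ATP | Measure: % inhibition normalized to control-well medians | Replication: Singlicate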
Rin1 Abl inh = inhibitors of Rin1-Abl protein binding, primary screen, biochemical, TR-FRET; AID 588664, 2011; Tyrosine-protein kinase ABL1 (Homo sapiens) + Ras and Rab interactor 1 (Homo sapiens), …; inhibition, % at 7.35 µM; 0.4% of 360,000 active; in the data active = inhibition above about 5%, passing the limit was not always enough
bovine MsrA act = bovine MsrA enzyme activators, primary screen, biochemical, absorbance, HTS; Methionine sulfoxide reductase A (Bos taurus); purified bovine MsrA, absorbance read-out; activation, % at 10.6 µM; 0.3% of 360,000 active; AID 602163, 2012; in the data active = activation above about 7.5%;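 note: 0% = vehicle and 100% = reference activator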
FAS-TE inh = FAS thioesterase domain inhibitors, primary screen, biochemical, fluorescence intensity, uHTS; Fatty acid synthase (Homo sapiens), P49327; recombinant FAS-TE, OMFH fluorogenic substrate, fluorescence endpoint; inhibition, % at 15 µM; 0.67% of 360,000 active; AID 602261, 2012;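 active = compounds whose normalised, plate-corrected inhibition of enzyme fluorescence in the single-dose primary screen is 50% or more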;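 note: 0% = DMSO with enzyme and 100% = substrate without enzyme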
eLon inh = inhibitors of E. coli Lon protease, primary screen, biochemical, fluorescence polarization | purified E. coli Lon protease | inhibition, % at 7.94 µM | 0.42% of 360,000 active; in the data active = inhibition above about 13%, passing the limit was not always enough;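 note: 0% = enzyme with probe and DMSO and 100% = no enzyme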
Target sequence (P0A9M0 whole entry, looked up): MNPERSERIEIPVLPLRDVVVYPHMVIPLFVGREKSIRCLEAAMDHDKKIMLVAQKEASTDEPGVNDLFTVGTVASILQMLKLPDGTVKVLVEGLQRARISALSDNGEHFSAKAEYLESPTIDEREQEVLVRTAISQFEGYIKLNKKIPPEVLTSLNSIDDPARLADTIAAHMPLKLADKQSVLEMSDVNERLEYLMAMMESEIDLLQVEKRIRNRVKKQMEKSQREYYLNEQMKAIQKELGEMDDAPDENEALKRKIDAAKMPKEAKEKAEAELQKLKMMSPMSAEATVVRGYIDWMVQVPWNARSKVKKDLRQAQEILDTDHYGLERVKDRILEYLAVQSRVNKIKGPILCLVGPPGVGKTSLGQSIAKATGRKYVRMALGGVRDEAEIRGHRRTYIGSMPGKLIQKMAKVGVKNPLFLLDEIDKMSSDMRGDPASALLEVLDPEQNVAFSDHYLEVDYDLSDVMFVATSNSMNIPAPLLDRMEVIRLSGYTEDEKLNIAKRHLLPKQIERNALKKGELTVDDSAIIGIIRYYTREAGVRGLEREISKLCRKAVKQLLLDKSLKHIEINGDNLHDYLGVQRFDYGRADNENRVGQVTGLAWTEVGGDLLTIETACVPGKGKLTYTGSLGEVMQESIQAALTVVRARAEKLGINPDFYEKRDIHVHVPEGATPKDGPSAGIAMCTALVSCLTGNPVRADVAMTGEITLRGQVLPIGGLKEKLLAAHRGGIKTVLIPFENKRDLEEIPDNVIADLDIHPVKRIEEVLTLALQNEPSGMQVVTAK
* marks the source's active call; other numbers are inactive results; i = inactive; / = not tested or not shown; + = active, no number.

Compound,MsrA inh,PABP1 MLLE inh,CSN deneddyl inh,Neddylation inh,TbMetRS inhib,Rin1 Abl inh,bovine MsrA act,FAS-TE inh,eLon inh
COc1ccc(C(CNC(=O)C(C)(C)Oc2ccc(Cl)cc2)N2CCCC2)cc1 (configuration not stated),0.4,-10,-3,i,-0.6,-1,-10,1,3
COCc1ccc(CN2CCC(n3nccc3NC(=O)c3ccc4c(c3)OCO4)CC2)o1,-0.8,0,-2,i,-0.3,3,-1,-4,-2
O=C(NNC(=O)c1csc(-c2cccnc2)n1)Nc1ccc(Cl)cc1,-1.7,-12,3,i,2.0,0,-5,-2,1
O=C(COc1ccc(S(=O)(=O)NC2CCCCC2)cc1)NC1CCCC1,0.2,-1,4,i,-0.5,2,-2,-1,5
CCOC(=O)c1cccc(NC(=O)CS(=O)(=O)Cc2nc(-c3cccc(OC)c3)oc2C)c1,0.1,7,-6,i,-0.5,-3,-4,10,-5
CC1=C(C(=O)Nc2cc(C)ccc2C)C(c2cccs2)NC(=S)N1 (configuration not stated),0.9,-113,0,i,-0.3,-2,8.2*,-4,2
O=C(CCn1nc(-c2ccccc2)ccc1=O)NCCCN1CCCCCC1,-0.6,-1,-2,i,0.0,-9,-4,-6,7
Cc1ccc(S(=O)(=O)N2CCCC2)cc1S(=O)(=O)N1CCCC1,-0.3,0,1,i,0.2,1,-4,1,-4
CN(C)C(CNc1ncnc2sccc12)c1ccccc1 (configuration not stated),0.3,-3,-6,i,8.0*,2,-3,-5,-10
Cc1ccc(C)c(-n2cc(CN3CCN(C(=O)c4ncn[nH]4)CC3)c(-c3ccccc3)n2)c1,-1.0,-12,1,i,-0.2,0,-7,-65,3
Cc1ccccc1NC1=NC(=S)N(CC(N)=O)C12CCOC(C)(C)C2 (configuration not stated),-0.6,-58,4,i,0.7,1,-2,-4,14
CCCC[C@@]1(C2CCCC2)Cc2cc(OCC(=O)O)c(Cl)c(Cl)c2C1=O,-0.2,-13,-2,i,-0.5,1,0,8,4
CCOC(=O)c1ccc(NCc2cccnc2)cc1,-0.2,-5,-4,i,0.5,0,-2,-4,-21
O=C(NC(=S)Nc1ccc(S(=O)(=O)N2CCCCC2)cc1)c1ccccc1,-0.8,25,2,i,-1.5,1,-9,18,-19
CC(C)(C)c1[nH]nc2c1C(C1C=CCCC1)C(C#N)=C(N)O2 (configuration not stated),1.0,-4,7,i,-1.2,-2,-11,8,2
CCN(CC)S(=O)(=O)c1ccc(N2CCN(S(=O)(=O)c3ccc4c(c3)OCCO4)CC2)nc1,1.2,-14,-5,i,-0.8,3,-6,32,-5
O=C(c1cccc(C(=O)N2CCN(c3ccccc3)CC2)c1)N1CCN(c2ccccc2)CC1,-0.6,1,-6,i,0.8,-2,-1,7,-1
CC1(C)CC(=O)C(C(c2ccc3c(c2)OCO3)C2C(=O)CC(C)(C)CC2=O)C(=O)C1,-0.9,19,4,i,-0.2,0,-5,2,11
CCN1CCN(c2ccc(NC(=O)Cc3ccccc3)cc2)CC1,-0.7,1,6,i,0.1,-1,-2,-6,1
Cc1cccc(C)c1NC(=O)COC(=O)c1cc[n+]([O-])cc1,0.4,2,-5,i,-0.3,-1,0,-8,-5
CC(=O)Nc1ccc(Oc2cc(N)cc([N+](=O)[O-])c2)cc1,1.6,10,0,i,-0.3,-1,-3,0,-10
CCCNC(=O)c1ccc2c(=O)c(O)c(-c3ccsc3)[nH]c2c1,/,17,1,/,0.0,1,-4,-3,+
CC(C)(C)c1ccc(S(=O)(=O)N2CCN(C(=O)C3CCC3)CC2)cc1,0.1,11,4,i,-0.2,0,-2,13,-11
NC(=O)C1CCCN(C(=O)CCC(=O)c2cccs2)C1 (configuration not stated),0.3,13,2,i,-0.1,3,-1,-8,-1
Cc1ccc(NC(=O)COC(=O)c2ccco2)cc1S(=O)(=O)N1CCCCC1,-0.6,-36,-2,i,0.0,0,-2,-8,-4
C=CCN1CC(c2nc3ccccc3n2Cc2cccc3ccccc23)CC1=O (configuration not stated),-1.4,4,4,i,0.1,-2,-2,12,-6
COc1ccc(CNC(=O)C2CCC(CNC(=O)[C@@H]3Cc4ccccc4CN3)CC2)cc1 (some centres not stated),0.7,4,3,i,-1.4,1,-13,-5,1
COc1ccc(OC)c(S(=O)(=O)Nc2c(C)nn(C)c2C)c1,-0.5,7,-1,i,-0.3,-1,-4,-5,-7
COc1ccc(N2C(=O)C(O)C2c2ccc(C)cc2)cc1 (configuration not stated),0.7,7,1,i,-0.4,0,-1,-8,-4
O=C(C1CCN(S(=O)(=O)c2ccc(Br)s2)CC1)N1CCN(C2CCCCC2)CC1,1.2,7,-5,i,-0.9,2,-4,1,-2

A second format for part of the listing above.
> O=C(NNC(=O)c1csc(-c2cccnc2)n1)Nc1ccc(Cl)cc1
  MsrA inh: -1.7
  PABP1 MLLE inh: -12
  CSN deneddyl inh: 3
  Neddylation inh: i
  TbMetRS inhib: 2.0
  Rin1 Abl inh: 0
  bovine MsrA act: -5
  FAS-TE inh: -2
  eLon inh: 1

> O=C(COc1ccc(S(=O)(=O)NC2CCCCC2)cc1)NC1CCCC1
  MsrA inh: 0.2
  PABP1 MLLE inh: -1
  CSN deneddyl inh: 4
  Neddylation inh: i
  TbMetRS inhib: -0.5
  Rin1 Abl inh: 2
  bovine MsrA act: -2
  FAS-TE inh: -1
  eLon inh: 5

More structures follow:
Compound,MsrA inh,PABP1 MLLE inh,CSN deneddyl inh,Neddylation inh,TbMetRS inhib,Rin1 Abl inh,bovine MsrA act,FAS-TE inh,eLon inh
CCOc1ccc(-n2cnc3c(=O)[nH]c(N)nc32)cc1,-0.2,0,2,i,-0.6,0,1,-2,47
CCOC(=O)C1CCN(C(=O)CCc2ccc(S(=O)(=O)NC(C)C)cc2)CC1,0.4,-7,-3,i,-0.8,2,-3,-3,-6
CCOC(=O)C1=C(CN2CCN(C(=O)c3ccco3)CC2)NC(=O)NC1c1ccccc1 (configuration not stated),/,18,3,i,0.4,-3,1,-4,0
O=C(NCC1CCCO1)C1CCN(C2CCN(C3CCCCCC3)CC2)CC1 (configuration not stated),1.5,13,-4,i,-0.2,2,-2,-10,5
Cc1ccnc(SCC(=O)Nc2sccc2C#N)n1,0.5,2,1,i,0.3,0,-4,-5,-10
CCOC(=O)C1=C(O)C(=O)N(Cc2ccccc2)CC1,0.8,3,5,i,-0.3,1,-4,-11,2
Cc1ccc2c(c1)C(=O)CCCCC(=O)N2,0.9,-2,6,i,-0.6,-2,-1,-4,-7
Cc1ncc(CC(=O)n2cc(C(=O)c3cc(F)ccc3O)cn2)s1,1.0,7,0,+,-0.4,0,-3,-4,-2
CSc1ccc(Cl)c(C(=O)OCC(=O)N2CCNC2=O)c1,0.0,6,2,i,-0.2,0,3,-6,-1
CCN(CC(=O)Nc1c(F)cccc1F)C(=O)c1nc2nccc(C)n2n1,0.9,5,-2,i,-0.2,1,-1,-10,0
O=S(=O)(c1ccccc1Br)N(Cc1ccccc1)CC(O)COCc1ccccc1 (configuration not stated),-0.1,10,4,i,0.1,2,1,24,-12
CCOc1nc(N2CCOCC2)nc(C)c1[N+](=O)[O-],2.5,13,2,i,-0.4,-1,-6,7,4
COc1ccc(NC(=O)CCn2c(=S)[nH]c3ccccc3c2=O)cc1OC,-0.3,-109,9,i,-0.6,4,0,-5,-6
COc1ccccc1/C=N/NC(=O)c1sc(C)nc1C,5.1*,-13,5,i,-0.8,-1,-6,-7,-12
Cn1c(N)c(C(=O)COC(=O)Cc2ccc(Br)cc2)c(=O)n(C)c1=O,0.4,7,0,i,-0.3,4,-5,-9,-9
Cc1ccc(OCCNC(=O)/C=C/c2ccc([N+](=O)[O-])cc2)cc1C,1.7,5,5,i,-0.1,-2,3,27,-11
CC1=C2C(=O)OC(c3ccoc3)C2(C)CCC1 (configuration not stated),1.6,-1,0,i,-0.3,1,-3,2,0
CN(C)S(=O)(=O)c1ccc(C(=O)N2CCN(S(=O)(=O)c3cccs3)CC2)cc1,2.4,-1,-13,i,0.6,1,-4,1,4
Cc1ccc(S(C)(=O)=N/C=C2\C(=O)c3sccc3N(C)S2(=O)=O)cc1 (configuration not stated),1.4,11,12,i,-0.2,-5,-3,-6,0
COc1ccc(C(=O)CNc2ccc3ccccc3c2)cc1,1.9,13,-6,i,-0.9,1,-11,2,8
COc1ccc(Cc2nnc(Nc3ccc(Cl)cc3)[nH]c2=O)cc1,-0.1,-20,1,i,3.7,-4,0,-28,0
COc1ccc(-c2nc3c(C)cc(Br)cn3c2Cc2ccccc2)cc1OC,0.9,-3,3,i,0.1,-34,-3,15,-4
CC(=O)N(CC(=O)Nc1nn(-c2ccccc2)nc1C(N)=O)Cc1ccccc1,-0.8,10,0,/,-0.2,3,2,-8,8
Nc1nonc1C(=O)NCCNCc1cc(Br)ccc1OCc1ccccc1F,1.4,-7,-2,i,0.3,2,0,6,6
CC(=O)Nc1nc(C)c(-c2csc(Nc3ccc(O)cc3)n2)s1,/,-8,1,i,0.2,-5,-12,5,-14
CN(C)C(CNC(=O)c1cc(-c2ccco2)nc2ccccc12)c1ccccc1 (configuration not stated),0.5,6,33,/,0.1,-3,-3,1,-2
CCOC(=O)CSc1snnc1-c1ccccc1,-1.2,13,3,i,-0.2,-6,-1,0,6
CCCC(=O)c1ccc(N2CCN(C(=O)c3ccccc3)CC2)c(F)c1,-0.1,-11,5,i,-1.1,-4,-1,1,-4

Filtered by structure, the compounds so far with a thiophene ring, fused or not
Compound,MsrA inh,PABP1 MLLE inh,CSN deneddyl inh,Neddylation inh,TbMetRS inhib,Rin1 Abl inh,bovine MsrA act,FAS-TE inh,eLon inh
CC1=C(C(=O)Nc2cc(C)ccc2C)C(c2cccs2)NC(=S)N1 (configuration not stated),0.9,-113,0,i,-0.3,-2,8.2*,-4,2
CN(C)C(CNc1ncnc2sccc12)c1ccccc1 (configuration not stated),0.3,-3,-6,i,8.0*,2,-3,-5,-10
CCCNC(=O)c1ccc2c(=O)c(O)c(-c3ccsc3)[nH]c2c1,/,17,1,/,0.0,1,-4,-3,+
NC(=O)C1CCCN(C(=O)CCC(=O)c2cccs2)C1 (configuration not stated),0.3,13,2,i,-0.1,3,-1,-8,-1
O=C(C1CCN(S(=O)(=O)c2ccc(Br)s2)CC1)N1CCN(C2CCCCC2)CC1,1.2,7,-5,i,-0.9,2,-4,1,-2
Cc1ccnc(SCC(=O)Nc2sccc2C#N)n1,0.5,2,1,i,0.3,0,-4,-5,-10
CN(C)S(=O)(=O)c1ccc(C(=O)N2CCN(S(=O)(=O)c3cccs3)CC2)cc1,2.4,-1,-13,i,0.6,1,-4,1,4
Cc1ccc(S(C)(=O)=N/C=C2\C(=O)c3sccc3N(C)S2(=O)=O)cc1 (configuration not stated),1.4,11,12,i,-0.2,-5,-3,-6,0

From PubChem BioAssay
